aSyn rescue: qHTS of alpha-syn Inhibitors. Potency, µM (top dose mostly 46.1 µM), for the others: top-dose growth rescue (activation), usual class: activators. Yeast expressing alpha-synuclein, growth rescue, BacTiter-Glo, 24 h. AID 652106, 2013. actives 0.14% (n = 370,000); also: potency is read from the fitted curve at half-maximal effect; % of control where 0% means no effect; nearly all actives have a fitted effect of over 65% in size
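Screening used galactose-induced yeast with toxic alpha-synuclein levels, exposed to compound for 24 hr at 30 deg C. Cell growth, read with BacTiter-Glo luminescence, gave the measured signal.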
PTHR1 ag: qHTS for PTHR1 Agonists: Primary Screen. Parathyroid hormone/parathyroid hormone-related peptide receptor (Homo sapiens), Q03431. HEK293 GP2 PTHR1 cells, GloSensor cAMP luminescence, 1 h. Potency, µM (doses to about 115 µM), for the others: at the top dose activation, actives largely listed as activators. actives 0.075% (n = 410,000). AID 743266, 2014; also: potency is read from the fitted curve at half-maximal effect; nearly all actives have a fitted effect of over 55% in size; some results filed as inactive show a strong effect at the top dose; inactives centre near -15; many of its hits are not listed in these tables
Target sequence (Q03431 whole entry, looked up): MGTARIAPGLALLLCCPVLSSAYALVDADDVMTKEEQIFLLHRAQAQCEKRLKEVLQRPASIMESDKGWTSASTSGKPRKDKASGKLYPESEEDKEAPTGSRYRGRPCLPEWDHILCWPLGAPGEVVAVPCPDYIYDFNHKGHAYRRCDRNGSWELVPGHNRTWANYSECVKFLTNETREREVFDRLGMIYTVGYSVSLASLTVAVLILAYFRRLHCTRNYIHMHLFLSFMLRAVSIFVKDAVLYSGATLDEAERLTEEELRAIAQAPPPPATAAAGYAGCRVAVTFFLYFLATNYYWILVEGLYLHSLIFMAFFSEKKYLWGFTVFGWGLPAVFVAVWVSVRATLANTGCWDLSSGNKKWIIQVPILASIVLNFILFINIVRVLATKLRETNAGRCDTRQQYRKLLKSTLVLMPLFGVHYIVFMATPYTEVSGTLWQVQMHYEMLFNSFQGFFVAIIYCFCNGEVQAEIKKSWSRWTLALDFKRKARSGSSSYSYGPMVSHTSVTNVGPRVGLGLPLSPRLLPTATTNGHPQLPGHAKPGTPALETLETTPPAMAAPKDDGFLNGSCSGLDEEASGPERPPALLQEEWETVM
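HEK-293-derived GP2 cells expressing PTHR1 and a GloSensor cAMP reporter, 3,000/well, plated overnight, given luciferin plus IBMX (each 0.5 mM as added) for 1 h at 37 °C, then compound for 1 h at 37 °C. Luminescence was read after 15 min at room temperature.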
Abeta rescue: qHTS for compounds that reverse cellular toxicity of Amyloid beta (A-beta) peptide in yeast: Primary Screen; yeast expressing A-beta42, growth rescue, OD600, 48 h; response scale: 0% DMSO, 100% iron-clioquinol control; Potency, µM (top dose mostly 46.1 µM), inactives show at the highest dose growth rescue, most hits filed as activators; actives 0.063% (n = 410,000); AID 1347071, 2019; also: potency is read from the fitted curve at half-maximal effect; nearly all actives have a fitted effect of over 55% in size
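Yeast growth medium received pinned compounds, then yeast cells expressing toxic A-beta were added; plates incubated at 30 C for 48 hr. Growth read as absorbance at 600 nm, normalized to DMSO and equimolar FeCl3 plus clioquinol controls.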
MmCpn inh: Inhibitors of TCP-1 ring complex (TRiC) of Methanococcus maripaludis (MmCpn): qHTS | Chaperonin Mm-Cpn (Methanococcus maripaludis) | AID 504842, 2011 | actives 0.031% (n = 330,000) | purified Mm-Cpn ATPase, ADP Transcreener TR-FRET | Potency, µM (top dose mostly 76.9 µM), for the others: top-dose activity, negative = inhibition, actives largely listed as inhibitors; also: potency is read from the fitted curve at half-maximal effect; % is scaled to controls: 0 for no effect and ±100 for the full control effect; nearly all actives have a fitted effect of over 80% in size
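Purified archaeal chaperonin (25 nM final) was preincubated with compound for 10 min at 37°C, then ATP (10 uM final) was added for 30 min at 37°C in Tris pH 7.4/KCl/MgCl2/DTT buffer. ADP was quantified by HTRF Transcreener TR-FRET.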
pAkt inh: HTS Assay for Inhibitors of Akt Phophorylation: Primary Screen; activity change, % for hits at 50 µM; actives 0.32% (n = 360,000); Neuro2A IGF-stimulated pAkt S473 HTRF, 20 min; active compounds read low; in the data active = activity change below about -80%; inconclusive = mostly about -51% to -80%; also: % is scaled to controls: 0 for no effect and ±100 for the full control effect
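Single-point screen (50 µM final compound) in Neuro2A cells stimulated 20 min with 6 nM IGF at 37 deg C. After lysis, Ser473-phosphorylated Akt read by HTRF (ex 330 nm, em 615/665 nm) as the 665/615 ratio.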
TDP43 rescue: qHTS of TDP-43 Inhibitors | TDP-43 expressing yeast growth rescue, BacTiter-Glo, 24 h | Potency, µM (highest dose often 46.1 µM), for the others: top-dose growth rescue (activation), hits mostly activators | actives 1.8% (n = 410,000) | AID 652104, 2013; also: potency is read from the fitted curve at half-maximal effect; % of control where 0% means no effect; nearly all actives have a fitted effect of over 50% in size
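Yeast cells expressing TDP-43 under galactose induction are exposed to compounds for 24 hr at 30 deg C. BacTiter-Glo luminescence measures growth, so protective compounds score as activators.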
GLP1R cytotox: qHTS of GLP-1 Receptor Inverse Agonists: Cytotox Screen; actives 0.13% (n = 410,000); HEK293 cAMP-luciferase reporter cells, luminescence, 24 h; AID 624418, 2012; Potency, µM (top dose mostly 38.3 µM), inactives show at the highest dose activity change, negative = inhibition, actives largely listed as inhibitors;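 also: loss of luciferase light is scored as toxicity; potency is read from the fitted curve at half-maximal effect; % is scaled to controls: 0 for no effect and ±100 for the full control effect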
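Here, cytotoxicity is scored as loss of luminescence. The MLSMR collection was tested on cells seeded in medium containing 10% Nu serum, with a 24 hr compound exposure preceded by 12 hours of culture.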
FUS yeast rescue: qHTS for Suppressors of FUS Proteinopathy: Primary screen using FUS-linked yeast assay | S. cerevisiae FUS-expressing, growth rescue, OD600, 24 h | Potency, µM (doses to about 76.6 µM), inactives show at the top dose growth rescue (activation), usual class: activators | actives 0.24% (n = 390,000);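 also: potency is read from the fitted curve at half-maximal effect; plate controls were DMSO vehicle for no effect and reference control for full effect; nearly all actives have a fitted effect of over 55% in size; some results filed as inactive show a strong effect at the top dose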
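S. cerevisiae expressing FUS from galactose induction served as the toxicity model. Growth after 24hr at 30C, read as absorbance at 600 nm, indicates suppression of toxicity; compounds dosed at several concentrations.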
GLP-1R inv ag: qHTS of GLP-1 Receptor Inverse Agonists (Inhibition Mode) | Glucagon-like peptide 1 receptor (Homo sapiens), P43220 | HEK293 GLP-1R CRE-luciferase, luminescence, 24 h; GLP-1R form is constitutively active | Potency, µM (highest dose often 38.3 µM), inactives show at the highest dose activity change, negative = inhibition, usual class: inhibitors | actives 1.6% (n = 410,000) | AID 624417, 2012; also: potency is read from the fitted curve at half-maximal effect; % is scaled to controls: 0 for no effect and ±100 for the full control effect; nearly all actives have a fitted effect of over 55% in size
Target sequence (P43220 whole entry, looked up): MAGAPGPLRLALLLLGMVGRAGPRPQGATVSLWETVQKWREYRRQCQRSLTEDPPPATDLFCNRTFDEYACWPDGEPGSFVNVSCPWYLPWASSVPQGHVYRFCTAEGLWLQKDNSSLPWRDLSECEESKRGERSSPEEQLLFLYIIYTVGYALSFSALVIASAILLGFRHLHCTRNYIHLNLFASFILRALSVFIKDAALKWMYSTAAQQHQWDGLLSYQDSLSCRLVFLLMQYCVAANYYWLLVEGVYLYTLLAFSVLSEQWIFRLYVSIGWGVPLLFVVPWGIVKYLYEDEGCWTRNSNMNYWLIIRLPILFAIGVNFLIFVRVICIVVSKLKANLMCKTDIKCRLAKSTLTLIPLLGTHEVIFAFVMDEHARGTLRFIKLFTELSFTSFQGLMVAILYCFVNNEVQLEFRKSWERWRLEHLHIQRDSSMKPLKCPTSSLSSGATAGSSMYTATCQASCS
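HEK293 cells stably co-expressing constitutively active GLP-1R and a cAMP-responsive luciferase reporter were seeded in DMEM with 10% Nu serum, given compounds after 12 h, and incubated 24 h at 37 deg C. Luminescence was then read.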
* marks the source's active call; other numbers are inactive results; i = inactive; ? = inconclusive; . = not tested or not shown; & = joins results of further samples; [ ] = remark or other dose. Unless noted, calls follow the shape of the dose curve; as a rule, active = well fitted curve in the direction sought with a large enough effect; inconclusive = small, poorly fitted or top-dose-only effect, or another doubt; inactive = no such curve, though single readings can be large; an effect the other way counts as inactive or inconclusive.

Every second line gives: aSyn rescue	PTHR1 ag	Abeta rescue	MmCpn inh	pAkt inh	TDP43 rescue	GLP1R cytotox	FUS yeast rescue	GLP-1R inv ag
> CCCNC(=O)Cc1c(C)n(C(=O)c2ccc(Cl)cc2)c2ccc(OC)cc12
  -3%	-80%[inhibitor]	18%	-3%	i	-8%	6%	5%	?
> COCc1cc(C)nc(SCC[N+](C)(C)CC(=O)Nc2ccccc2)c1C#N
  -5%	i	-6%	-2%	i	-11%[9.22 µM]	-8%	19%	-20%
> CC(Oc1ccccc1)C(=O)N1CCC2(CC1)CC(=O)c1ccccc1O2 (stereo not drawn)
  0%	i	3%	0%	i	14%	14%	17%	-23%
> CCc1sc(C(=O)Nc2ncccc2O)cc1C
  0%	-47%[inhibitor]	-3%	-6%	i	17%	-21%	-7%	?
> Cc1nn(C)c(C)c1CCC(=O)N1CCCC(N2CCN(c3ccc(F)cc3)CC2)C1 (stereo not drawn)
  -1%	i	-7%	1%	i	1%	9%	-11%	-9%
> O=C(c1cc2ccc3cccnc3c2[nH]1)N1CCN(c2cccc(Cl)c2)CC1
  .	-79%[inhibitor]	-10%	.	.	13µM*	-2%	?	?
> O=C(Cn1cc2c(n1)CCCC2)NCC1CCCO1 (stereo not drawn)
  -5%	-12%	-1%	0%	i	0%	4%	-9%	5%
> Cc1noc(C)c1C(=O)OCC(=O)c1c(N)n(CC(C)C)c(=O)n(C)c1=O
  7%	-15%	1%	-1%	i	17%	-8%	26%	54%[activator]
> COc1ccc2c(c1)NC(C)(C)C=C2C
  2%	-11%	-10%	0%	i	5%	-19%	43%	11%
> COC(=O)C(C)(C)ONC(=O)Nc1ccc([N+](=O)[O-])cc1
  -5%	-14%	-16%	3%	i	-1%	0%	-1%	1%
> Cc1cc(Cl)ccc1NC(=S)N1CCN(C(=O)C2CCCO2)CC1 (stereo not drawn)
  -10%	-11%	-7%	0%	i	3%	-23%	-6%	1%
> Cn1c(SCC(=O)NCCc2ccccc2)ncc(C(=O)Nc2ccc(F)cc2)c1=O
  -2%	-5%	3%	-4%	i	2%	5%	7%	9%
> CN(CCc1ccccn1)C(=O)Nc1cccc(Cl)c1
  -9%	-16%	16%	-3%	i	-10%	10%	16%	-2%
> CCOC(=O)C1=C(c2ccccc2)NC(=O)NC1c1cc(OC)c(OC)c(OC)c1 (stereo not drawn)
  ?	i	-13%	1%	i	9%	-12%	7%	6%
> Cc1cc(=S)cc(C)n1CCO
  0%	i	-10%	1%	i	-13%[0.397 µM]	-11%	-16%	16%
> CCC(=O)Nc1ccc(Cl)c(-c2nc3ccccc3[nH]2)c1
  .	i	14%	.	.	20%	-1%	-5%	-9%
> CC(C)NC1CS(=O)(=O)CC1O (stereo not drawn)
  -6%	i	3%	-3%	i	-19%	0%	-31%	8%
> NC(=O)c1sc2nccc(Nc3ccccc3)c2c1N
  11%	i	7%	-5%	i	9%	-4%	14%	-3%
> O=C(NNC(=O)C1CCCC1)c1ccc(F)cc1
  0%	i	11%	-5%	i	2%	6%	-22%	11%
> C1=CCC(CN2CCN(C3CCCCCC3)CC2)CC1 (stereo not drawn)
  -1%	i	-7%	-1%	i	7%	-23%	5%	-9%
> CCOC(=O)C1=C(C)N=C2SC(C)C(=O)N2C1c1ccccc1 (stereo not drawn)
  -5%	i	-6%	1%	i	-11%	-2%	2%	-5%
> CC(C)OC(=O)c1nnn(-c2nonc2N)c1CSc1ccccn1
  0%	i	11%	1%	i	11%	7%	20%	?
> O=C(Nc1cccc(S(=O)(=O)N2CCCCCC2)c1)c1ccc2c(c1)OCO2
  -8%	-23%	-8%	1%	i	0%	-16%	14%	?
> Cc1cccc(-c2nn(-c3ccccc3)cc2C(=O)Nc2cccc(S(=O)(=O)NC3=NCCC3)c2)c1
  -3%	i	19%	-4%	i	13%	8%	?	?
> COc1cccc(-n2cnnc2SC(C)C(=O)NC2CCCC2)c1 (stereo not drawn)
  -11%	-15%	-18%	1%	i	-5%	-7%	.	1%
> CC(=O)c1ccc(N2CCN(C(=O)c3cn(Cc4ccccc4)nc3-c3cccnc3)CC2)c(F)c1
  0%	-45%[inhibitor]	-9%	1%	i	20%	1%	15%	6%
> COc1ccc(-c2cccc(-c3cc(=O)oc4cc5c(cc34)OCO5)c2)cc1
  3%	-42%[inhibitor]	23%	1%	i	16%	0%	5%	8%
> CCCc1nnc(SCC(=O)NC2CC2)n1C
  -2%	?	-11%	0%	i	-19%	13%	9%	16%
> CCOC(=O)c1ccc(NC(=O)Nc2ccc3snnc3c2)cc1
  1%	-4%	-8%	.	.	8%	-5%	-21%	-3%
> O=C(NCCCN1CCOCC1)c1ccc(CSc2ccc(Cl)cc2)cc1
  6%	-57%[inhibitor]	12%	2%	i	-21%	-7%[0.307 µM]	12%	4%[0.307 µM]

Some of these compounds in order of their number in TDP43 rescue, largest number first.
structure,TDP43 rescue
CCC(=O)Nc1ccc(Cl)c(-c2nc3ccccc3[nH]2)c1,20%
CCOC(=O)c1ccc(NC(=O)Nc2ccc3snnc3c2)cc1,8%
O=C(Nc1cccc(S(=O)(=O)N2CCCCCC2)c1)c1ccc2c(c1)OCO2,0%

New compounds follow:
Every second line gives: aSyn rescue	PTHR1 ag	Abeta rescue	MmCpn inh	pAkt inh	TDP43 rescue	GLP1R cytotox	FUS yeast rescue	GLP-1R inv ag
> Cc1ccc(N(C(=O)c2ccc(S(=O)(=O)N3CCOCC3)cc2)C2C=CS(=O)(=O)C2)cc1 (stereo not drawn)
  12%	1%[57.5 µM]	-22%	-1%	i	-16%	4%	31%	-2%
> O=S(=O)(N/N=C\c1cn(-c2ccccc2)nc1-c1ccccc1)c1ccccc1
  1%	-12%	-17%	-3%	i	-17%	-8%	19%	?
> O=C(N/N=C/c1ccc2c(c1)OCO2)C(=O)Nc1ccccc1Cl
  0%	-52%[inhibitor]	-4%	-1%	i	-2%	0%	8%	1%
> CCCCCn1c(N)c(-c2nc3ccccc3s2)c2c([N+](=O)[O-])nn(C)c(=O)c21
  1%	i	6%	3%	i	-7%	1%	20%	5%
> O=C(COc1ccc(Cl)cc1)N1CCN(S(=O)(=O)c2cc(F)ccc2F)CC1
  0%	-23%	-4%	.	i	10%	5%	33%	?
> Cc1cccc(C(=O)Nc2cc(NC(=O)c3cccs3)ccc2C)c1
  -12%	?	2%	0%	i	?	-3%	?	-24%
> O=C(O)CCS(=O)(=O)Cc1cccc(Cl)c1
  -1%	i	-2%	0%	i	-13%	-5%	28%	2%
> CNC(=S)N1N=C(c2ccc(C)cc2)CC1c1ccc(OC)c(OC)c1 (stereo not drawn)
  9%	i	-2%	-15%	i	0%	-11%	31%	4%
> O=C(CNc1ccc2ccccc2c1)N/N=C/c1ccc([N+](=O)[O-])o1
  6%	i	21%	-4%	i	-4%[0.397 µM]	-14%	25%	15%
> O=C(CCc1nc(-c2ccccc2)no1)Nc1cccc(C(=O)NC2CC2)c1
  -4%	-24%	3%	-5%	i	15%	26%	6%	24%
> O=S(=O)(NC1CC1)c1ccc(Br)cc1N1CCC[C@H]1CO
  -5%	i	-1%	.	i	17%	6%	-15%	1%
> C/C(=N\NC(=O)c1nnn(-c2nonc2N)c1-c1ccccc1)c1ccco1
  -10%	i	0%	2%	i	0%	13%	23%	7%
> CSCCC(NC(=O)c1c(C)oc2c1CCCC2)C(=O)O (stereo not drawn)
  -13%	i	-18%	1%	i	0%	29%	6%	7%
> O=S(=O)(CC=CCS(=O)(=O)c1ccccc1)c1ccccc1
  -4%	i	6%	.	i	-12%	-5%	13%	0%
> Cc1ccc(CNc2cnccn2)s1
  0%	i	-9%	-1%	i	23%	-14%	2%	4%
> CCCCN(C(=O)c1ccc(OC)c([N+](=O)[O-])c1)c1c(N)n(CCC)c(=O)[nH]c1=O
  -8%	i	-2%	0%	i	-14%	-5%	?	11%
> COc1ccc(C(=O)NCC(=O)NCC2(N(C)C)CCCCC2)cc1OC
  2%	i	4%	-2%	i	14%	4%	15%	0%
> CCOC(=O)CN1C(=O)N[C@@H](c2cccc(C(F)(F)F)c2)C(C(=O)OC)=C1C
  -4%	i	6%	.	i	25%	7%	-22%	-7%
> CCOC(=O)Cc1csc(CC(N)=O)n1
  2%	-41%	16%	0%	i	4%	-6%	-3%	11%
> C/C=C/C(=O)NCCc1ccc(OC)c(OC)c1
  -8%	i	-11%	0%	i	-4%	16%	-16%	-1%
> O=C(Nc1ccc(Cl)cc1)N1CCN(c2ccc3nnc(-c4ccc(F)cc4)n3n2)CC1
  -3%&2%	-5%	-4%&-10%	-6%	i	20%&12%	-21%&-12%	?	?
> Cc1[nH]c(=O)[nH]c(=O)c1S(=O)(=O)N1CCCc2ccccc21
  3%	-4%	-14%	-1%	.	15%	-13%	-25%	-3%

Structures listed so far printed as active in TDP43 rescue.
structure,PTHR1 ag,MmCpn inh,pAkt inh,TDP43 rescue
O=C(c1cc2ccc3cccnc3c2[nH]1)N1CCN(c2cccc(Cl)c2)CC1,-79%[inhibitor],.,.,13µM*

This is a subset, so the mix of outcomes need not match the whole.
